Bioassay records from PubChem.
Vif-A3F inh: qHTS for Inhibitors of Vif-A3F Interactions: qHTS | HeLa A3F-eYFP + Vif (tagged APOBEC3F with the HIV-1 protein that degrades it), YFP fluorescence increase | Potency, µM (top dose mostly 46.1 µM), for the others: at the top dose activity, negative = active | hit rate 0.2% among 390,000; note: potency is the fitted concentration of half-maximal effect; % of control where 0% means no effect; nearly all actives have a fitted effect of over 65% in size
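Fluorescence increase (Ex 488/Em 500-530) after overnight compound treatment at 37 deg C flags inhibition of Vif-driven A3F-eYFP loss in stable HeLa A3F-eYFP/Vif cells seeded overnight beforehand.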
LDHA block: qHTS assay for inhibitors of human lactate dehydrogenase; L-lactate dehydrogenase A chain (Homo sapiens), P00338; purified LDHA, NADH/diaphorase-resazurin fluorescence; active compounds read low; activity change, % (values are at about 110 or 230 µM); hit rate 0.15% among 480,000; AID 1347041, 2019; in the data active = activity change below about -30%; inconclusive = mostly about -25% to -30%;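 note: plate controls were DMSO wells for no effect and wells without enzyme for full effect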
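Human LDH5 (2 nM) was incubated with 0.06 mM NADH and 0.2 mM pyruvate for 5 min at room temperature in Tris pH 7.4. Remaining NADH was coupled through diaphorase/resazurin, and resorufin fluorescence was read at 0 and 20 min.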
RGS4 inhibitor: Inhibitors of Regulator of G Protein Signaling (RGS) 4: qHTS; Transcreener GDP fluorescence polarization, RGS4-accelerated GTP hydrolysis; Potency, µM (series often up to 114 µM), without a hit: at the top dose activity change, negative = inhibition, usual class: inhibitors; hit rate 0.039% among 390,000; AID 504845, 2011; note: potency is the fitted concentration of half-maximal effect; % is set by controls: 0 for no effect and ±100 for the full control effect; nearly all actives have a fitted effect of over 75% in size; some results filed as inactive show a strong effect at the top dose
Target sequence (P49798 whole entry, looked up): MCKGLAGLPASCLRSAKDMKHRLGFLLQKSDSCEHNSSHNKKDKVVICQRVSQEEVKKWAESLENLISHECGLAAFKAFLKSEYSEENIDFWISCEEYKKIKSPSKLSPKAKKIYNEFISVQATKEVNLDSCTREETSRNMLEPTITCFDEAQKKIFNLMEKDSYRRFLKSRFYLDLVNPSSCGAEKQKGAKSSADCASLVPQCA
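MLSMR compounds (23 nl, pin-transferred) preincubated 10 min at room temperature with a 500nM (2x) first reagent, then RGS4 at 900nM (2x) plus Transcreener GDP mix added; fluorescence polarization (620/688 nm) read before and after 90 min at 30 °C.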
ERG Ets-DNA blk: qHTS for Small Molecule Inhibitors of the ERG Ets/DNA interaction. AID 624246, 2012. Transcriptional regulator ERG (Homo sapiens), P11308. fluorescence polarization, His-ERG Ets domain / labelled DNA. Potency, µM (doses to about 76.9 µM), for the others: top-dose FP activity, negative = inhibition, hits mostly inhibitors. hit rate 0.028% among 370,000; active = well fitted inhibition curve with a large enough effect in the polarisation, with a control signal flat; inconclusive = small, poorly fitted or top-dose-only effect, or effect the other way, or a change in a side signal; inactive = no such curve, though single readings can be large or run the other way; the % refers to the polarisation;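 note: polarization taken with two DNA probes labelled with fluorescein and Texas red; potency is the fitted concentration of half-maximal effect; % of control where 0% means no effect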
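His-tagged ERG Ets domain (1 uM in the protein solution; 300mM KCl, 50mM Tris-HCl, 1mM EDTA, 1mM DTT, pH 7.5) received compound, then a probe mix of 5 nM fluorescein-DNA and 100nM Texas-615-DNA. Fluorescence polarization was read for both dyes.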
Vif-A3G inh: qHTS for Inhibitors of Vif-A3G Interactions: qHTS | DNA dC->dU-editing enzyme APOBEC-3G (Homo sapiens), Q9HC16 | HeLa A3G-eYFP + Vif (tagged APOBEC3G with the HIV-1 protein that degrades it), YFP fluorescence, overnight | Potency, µM (doses to about 46.1 µM), for inactives: top-dose activity, negative = active, hits mostly inhibitors | hit rate 0.076% among 410,000;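 note: potency is the fitted concentration of half-maximal effect; % is set by controls: 0 for no effect and ±100 for the full control effect; nearly all actives have a fitted effect of over 60% in size; hits raise eYFP signal because A3G escapes Vif-driven loss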
Target sequence (Q9HC16 whole entry, looked up): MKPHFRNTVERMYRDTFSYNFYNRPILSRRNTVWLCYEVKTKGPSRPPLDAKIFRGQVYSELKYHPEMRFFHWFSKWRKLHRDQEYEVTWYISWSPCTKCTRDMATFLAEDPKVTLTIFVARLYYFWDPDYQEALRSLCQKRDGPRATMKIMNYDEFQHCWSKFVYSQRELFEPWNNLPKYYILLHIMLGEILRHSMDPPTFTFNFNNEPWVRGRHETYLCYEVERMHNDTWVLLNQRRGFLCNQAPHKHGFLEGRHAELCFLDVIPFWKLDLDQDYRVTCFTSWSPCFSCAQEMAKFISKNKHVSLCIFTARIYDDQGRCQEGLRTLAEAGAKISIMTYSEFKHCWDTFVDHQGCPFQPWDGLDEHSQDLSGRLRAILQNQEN
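HeLa cells stably expressing Vif and C-terminally eYFP-tagged A3G, seeded overnight at 37 deg C, then exposed to compound by pintool overnight at 37 deg C. Rise in yellow fluorescence (Ex 488/Em 500-530, Acumen) marks blocked Vif-driven A3G degradation.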
D2 antag: HTS Assay for Allosteric Antagonists of the Human D2 Dopamine Receptor: Primary Screen for Antagonists; HEK293 TREx D2 cells, calcium flux, dopamine EC80; inhibition, % at 10 µM; hit rate 2% among 340,000; AID 485344, 2010; in the data active = inhibition above about 30%; note: 0% is about no effect
Target sequence (P14416 whole entry, looked up): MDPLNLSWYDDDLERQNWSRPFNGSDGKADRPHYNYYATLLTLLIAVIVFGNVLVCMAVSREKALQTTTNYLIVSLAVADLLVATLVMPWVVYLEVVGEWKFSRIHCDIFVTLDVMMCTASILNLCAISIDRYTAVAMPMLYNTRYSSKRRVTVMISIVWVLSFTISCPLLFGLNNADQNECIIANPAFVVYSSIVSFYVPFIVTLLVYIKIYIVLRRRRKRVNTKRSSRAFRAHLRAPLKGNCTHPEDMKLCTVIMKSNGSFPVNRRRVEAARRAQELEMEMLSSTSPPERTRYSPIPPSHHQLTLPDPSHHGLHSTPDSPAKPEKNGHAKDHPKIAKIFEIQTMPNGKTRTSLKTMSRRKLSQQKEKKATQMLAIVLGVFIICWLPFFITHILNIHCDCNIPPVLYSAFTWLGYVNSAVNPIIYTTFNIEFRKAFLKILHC
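Inhibition of EC80 dopamine-driven calcium flux, recorded kinetically, defines activity here; cells are a tetracycline-induced HEK293 T-REx line expressing force-coupled D2.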
Glioma ERSR ind: qHTS for Inducers of the Endoplasmic Reticulum Stress Response (ERSR) in Human Glioma: qHTS | U87-MG GRP78 promoter luciferase reporter, 16 h | Potency, µM, without a hit: top-dose activation, most hits filed as activators | hit rate 0.02% among 420,000; note: potency is the fitted concentration of half-maximal effect; series mostly up to about 76 µM; % of control where 0% means no effect; nearly all actives have a fitted effect of over 35% in size
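ERSR induction read as luciferase luminescence (Bright-Glo, 10 min at room temperature) in stably transfected human U87-MG glioma cells exposed to compounds for 16 h, using GRP78 as sensor.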
12-LOX inh: Primary qHTS assay for inhibitors of human arachidonate 12S-lipoxygenase (ALOX12): Round 2; Potency, µM (top dose mostly 108 µM), for inactives: at the top dose activity change, negative = inhibition, hits mostly inhibitors; hit rate 1.1% among 580,000; AID 1671190, 2021; purified 12hLO, xylenol orange hydroperoxide absorbance; note: potency is the fitted concentration of half-maximal effect; % is set by controls: 0 for no effect and ±100 for the full control effect
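Purified human 12hLO (150 nM final) in 25 mM Hepes, 0.01% Triton X-100, pH 7.0 was preincubated 15 min at room temperature with compound. Then 40 uM arachidonic acid was added, 30 min. Hydroperoxide was read by Fe-XO absorbance ratio 573/405 nm.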
D2 agonist: HTS Assay for Allosteric Agonists of the Human D2 Dopamine Receptor: Primary Screen for Agonists | activation, % at 2 µM | AID 485358, 2010 | HEK293 T-REx D2 cells, calcium flux agonist mode | D(2) dopamine receptor (Homo sapiens), P14416 | hit rate 0.53% among 340,000;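 active = activation over 3 SD above normal in the single-dose calcium agonist read, cut at about 30% in these data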; note: 0% is about no effect
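Calcium-flux readout, 1 cycle/sec over 180 s following compound pin transfer, in inducible HEK293 Trex D2 cells (force-coupled); dopamine controls included. Positive calcium responses during this window marked compounds as potential agonists.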
* marks the source's active call; other numbers are inactive results; ? = inconclusive; nt = no result given; [ ] = another dose, or the depositor's remark. Unless noted, calls come from the whole dose curve; as a rule, active = well fitted curve in the direction sought with a large enough effect; inconclusive = small, poorly fitted or top-dose-only effect, or another doubt; inactive = no such curve, though single readings can be large; an effect the other way counts as inactive or inconclusive. A portion of the library; count on the stated rates, not on these rows.

SMILES	Vif-A3F inh	LDHA block	RGS4 inhibitor	ERG Ets-DNA blk	Vif-A3G inh	D2 antag	Glioma ERSR ind	12-LOX inh	D2 agonist
CCOC(=O)c1[nH]c(=O)[nH]c1CNc1ccccc1C#N	11%	-5	-20%	2%	-3%	-5	-3%	-25%	0.6
COc1ccc(S(=O)(=O)N2CCCCCC2)cc1	-2%	-8	-15%	-2%	0%	-8	-3%	4%	-0.4
Cn1ncc(Br)c1C(=O)NC1CCCCCC1	-2%	-6	-3%	0%	-9%	nt	-4%	1%	nt
CC1CCCCC1NC(=O)COC(=O)CNC(=O)c1cccc(F)c1 (stereo not given)	0%	-7	3%	5%	0%	-9	-3%	-1%	0.1
c1ccc2c(c1)ncn2CCN1CCCCC1	3%	-10	-7%	3%	0%	14	-5%	?	0.7
Cn1c2ccccc2c(=O)c2c(=O)n(C3CCCCCC3)c(C3CCCCC3)nc21	-5%	1	-9%	9%	-4%	-6	-4%	-19%	40*
Nc1nc(SCc2ccccc2[N+](=O)[O-])c2ncn(Cc3ccccc3)c2n1	-1%	0	-4%	1%	1%	nt	0%	-5%	nt
COc1ccc(S(=O)(=O)Nc2ccc(CC#N)cc2)cc1	1%	-10	-23%	1%	1%	-4	-2%	?	-0.8
CCOC(=O)CSc1c(-c2cccs2)[nH]c2ccccc12	-11%	0	-14%	7%	-11%	-5	1%	1%	1.8
CCN(C[C@H]1N[C@@](Cc2ccccc2)(C(=O)OC)[C@H]2C(=O)N(C)C(=O)[C@@H]12)C(=O)Nc1ccc(C(F)(F)F)cc1	-1%	-2	5%	-1%	-7%	nt	-2%	-5%	nt
CCCN(CC(=O)Nc1cc(Cl)cc(Cl)c1)CC(=O)Nc1ccc(F)c(F)c1F	-9%	7	4%	-4%	-23%	-12	-4%	-16%	1.9
O=c1nc(Nc2cccc(Cl)c2)oc2cc(Cl)oc(=O)c12	-6%	2	-30%	6%	-5%	32*	-3%	0%	-2.1
CC(=O)c1cccc(-c2ccnc3c2CC(C(=O)NCC2CCOCC2)O3)c1 (stereo not given)	nt	-21	nt	nt	?	nt	-5%	-3%	nt
CC(C)(C)c1ccc(Oc2ccc(NC(=O)c3ccco3)cn2)cc1	-6%	1	57%[activator]	2%	-9%	4	4%	4%	3.1
OCC1(CCc2ccccc2)CCCN(C/C=C/c2ccccc2)C1 (stereo not given)	2%	2	-7%	0%	1%	45*	-3%	?	-1.4
COc1ccc2[nH]c3c(c2c1)CCN1C(=O)C(CC(=O)NCc2ccc(OC)c(OC)c2)C[C@H](C(=O)N2CCOCC2)[C@@]31C (stereo not given in full)	6%	0	-49%	-8%	2%	nt	-3%	-1%	nt
CCN(C(=O)c1cc2cc3ccc(OC)cc3nc2o1)c1cccc(C)c1	0%	6	4%	-8%	-23%	nt	0%	-7%	2.9
CCOC(=O)C(C(=O)OCC)N(C#N)c1nc(C)cc(C)n1	-8%	3	-9%	nt	2%	-10	-4%	8%	-0.2
COC(=O)Nc1ccc2c(c1)N(C(=O)CCN1CCOCC1)c1ccccc1S2	1%	2	-1%	0%	-3%	2	-2%	?	1.6
Fc1ccc(-c2cn3cc(Cc4ccccc4Cl)sc3n2)cc1	0%	-7	-8%	-2%	0%	nt	-6%	0%	1.2

Three entries out of the list above, ordered by their value in D2 antag, high to low.
| molecule | D2 antag |
| --- | --- |
| OCC1(CCc2ccccc2)CCCN(C/C=C/c2ccccc2)C1 (stereo not given) | 45* |
| CCOC(=O)CSc1c(-c2cccs2)[nH]c2ccccc12 | -5 |
| CC1CCCCC1NC(=O)COC(=O)CNC(=O)c1cccc(F)c1 (stereo not given) | -9 |

Next section
SMILES	Vif-A3F inh	LDHA block	RGS4 inhibitor	ERG Ets-DNA blk	Vif-A3G inh	D2 antag	Glioma ERSR ind	12-LOX inh	D2 agonist
COc1ccc(OC)c2[nH]c(=O)c(CCNS(=O)(=O)c3ccc(F)cc3)cc12	5%	3	-1%	7%	-1%	7	-4%	-10%	0.0
CCNC(=O)Cc1ccc(Br)cc1	-13%	-5	0%	7%	-1%	7	-3%	125%[activator]	-0.1
Cc1ccc(OCC(=O)NNC(=O)CSc2nnc(-c3ccc(C)cc3)n2C)cc1	-11%	-2	-7%	-4%	1%	-6	0%	12%	-0.8
Cn1ccc(NC(=O)c2ccc([N+](=O)[O-])cc2)n1	10%	-3	22%	15%	0%	24	4%	?	0.8
CC(=NC(C)C)C1=C(O)C(C)OC1=O (stereo not given)	-6%	-4	-8%	-1%	-6%	-9	-4%	-14%	0.0
CCCCn1c(N)c(N(C)C(=O)c2ccccc2Oc2ccccc2)c(=O)[nH]c1=O	1%	-5	8%	3%	0%	17	-4%	?	-0.2
O=S(=O)(NC1CCCCC1NS(=O)(=O)c1ccc(F)cc1)c1ccc(F)cc1 (stereo not given)	-1%	-1	3%	nt	0%	21	-3%	3%	1.0
CCOC(=O)c1[nH]c(C)c(/C(O)=C2\C(=O)C(=O)N(CCCN3CCOCC3)C2c2cccs2)c1C (stereo not given)	0%	-6	-3%	3%	?	7	-4%	68%	-1.7
COc1ccc(CCNC(=O)C2CC(c3ccccc3F)=NO2)cc1 (stereo not given)	-6%	0	14%	7%	0%	-6	4%	-11%	-0.1
Cc1cccc(C(O)c2cnc(C)n2Cc2ccccc2)c1 (stereo not given)	-1%	-11	nt	nt	1%	nt	-4%	4%	nt
CCOc1ccccc1Nc1sc(C(=O)c2ccccc2)c(N)c1C(=O)NCCc1ccccc1	-2%	2	?	2%	0%	nt	-1%	-4%	-0.1
Cc1ccc(NC(=O)COc2ncnc3cc([N+](=O)[O-])ccc23)cc1S(=O)(=O)N1CCOCC1	6%	-1	-4%	6%	-4%	-5	-4%	-6%	-0.2
CC(C)=C1CCC(C)CC1=NNC(N)=S (stereo not given)	?	0	-43%	5%	-1%	nt	-3%	-25%	nt
O=C(NCc1ccco1)c1ccc2nccnc2c1	-18%	-8	12%	4%	1%	-7	-7%	-22%	0.3
COC(=O)CN1C(=O)[C@H]2[C@@H](c3ccc(C)o3)N3C(=O)CN(CC4CC4)C(=O)[C@@]3(Cc3ccccc3)[C@H]2C1=O	3%	-10	12%	-2%	-6%	-23	-3%	17%	1.4
CC1CCC(CC(=O)O)(C(=O)O)CC1 (stereo not given)	-4%	-10	9%	-3%	-3%	nt	-3%	-12%	nt
Cc1cccc(C(=O)O)c1NC(=O)Cc1cccc2ccccc12	2%	-1	-9%	-2%	-1%	1	-2%	-2%	0.2
CCOc1cccc(N(C(=O)Cc2cccs2)C(C(=O)NC2CCCCC2)c2cccn2C)c1 (stereo not given)	-10%	-5	12%	-2%	2%	-21	-2%	-8%	0.3
CCc1ccc(-c2nc(SCC(=O)NC3CCCC3)n[nH]2)cc1	-9%	-1	-1%	8%	5%	5	2%	0%	-0.4
CCC(=O)N1CCc2cc(S(=O)(=O)NC(Cc3ccccc3)C(=O)NC3CCCCC3)ccc21 (stereo not given)	2%	-12	7%	14%	2%	7	-1%	-1%	-2.1
CCOC(=O)COC(=O)c1ccc(Oc2cc(C)nc(SC)n2)cc1	-11%	-4	22%	-1%	-2%	-13	-3%	10%	-0.1
O=C(N=Nc1c(O)[nH]c2ccccc12)c1ccco1	-13%	-7	-22%	6%	-6%	19	-6%	2%	0.9

In a second layout: entries from further up
Each structure is followed by: Vif-A3F inh | LDHA block | RGS4 inhibitor | ERG Ets-DNA blk | Vif-A3G inh | D2 antag | Glioma ERSR ind | 12-LOX inh | D2 agonist
CCC(=O)N1CCc2cc(S(=O)(=O)NC(Cc3ccccc3)C(=O)NC3CCCCC3)ccc21 (stereo not given)
→ 2% | -12 | 7% | 14% | 2% | 7 | -1% | -1% | -2.1
CCOC(=O)COC(=O)c1ccc(Oc2cc(C)nc(SC)n2)cc1
→ -11% | -4 | 22% | -1% | -2% | -13 | -3% | 10% | -0.1

5 compounds from above, reduced to D2 agonist, Vif-A3G inh and Vif-A3F inh.
Compound,D2 agonist,Vif-A3G inh,Vif-A3F inh
CCNC(=O)Cc1ccc(Br)cc1,-0.1,-1%,-13%
Cc1ccc(OCC(=O)NNC(=O)CSc2nnc(-c3ccc(C)cc3)n2C)cc1,-0.8,1%,-11%
Cn1ccc(NC(=O)c2ccc([N+](=O)[O-])cc2)n1,0.8,0%,10%
CC(=NC(C)C)C1=C(O)C(C)OC1=O (stereo not given),0.0,-6%,-6%
CCCCn1c(N)c(N(C)C(=O)c2ccccc2Oc2ccccc2)c(=O)[nH]c1=O,-0.2,0%,1%
